# High-throughput results (PubChem BioAssay)
# phage Ecoli inh: growth loss of phage-infected E. coli, primary screen, RecBCD inhibitor project, absorbance, with phage, HTS | inhibition, % at 11.9 µM | 360,000 compounds, 0.26% hits; in the data active means inhibition above about 11%
# AddAB inh: growth inhibition of E. coli expressing H. pylori AddAB, primary screen, AddAB inhibitor project, absorbance | 330,000 compounds, 0.29% hits | AID 435030, 2010 | inhibition, % at 11.9 µM; in the data active means inhibition above about 12%;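 further: 0% = vehicle wells of infected cells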
# Wnt act: Wnt/beta-catenin pathway activators, primary screen, cell-based, plate reader, single point. activation, % at 9.35 µM. 300,000 compounds, 1.2% hits. AID 743398, 2014. Wnt/beta-catenin reporter cell assay, activator; in the data active means activation above about 30%, passing the limit was not always enough; inconclusive means no clear call, values can overlap the other calls;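 further: 0% = neutral control wells and 100% = positive control wells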
# CAL PDZ FP-1: CAL PDZ peptide-binding inhibitors, primary screen, biochemical, fluorescence polarization, Cer-tagged CAL PDZ, HTS. inhibition, % at 20 µM. purified CAL PDZ, TMR-peptide fluorescence polarization, 1 h. AID 504414, 2011. Golgi-associated PDZ and coiled-coil motif-containing protein (Homo sapiens), Q9HD26. 330,000 compounds, 0.02% hits;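 active means highest replicate inhibition of at least 40%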;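 further: plate controls were DMSO neutral control wells for no effect and unlabeled competitor peptide control wells for full effect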
#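 Test system: purified CerCALP PDZ construct; Compound dosing: one concentration, 20 µM compound; Also added: TMR-labelled reporter peptide T*-PRC34 bound in PDZ groove; Read-out: inhibition from polarization loss; Controls: unlabelled peptide and DMSO controls; Signal: FP readout, S and P plane fluorescence; Incubation: 1 h at RT.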
# MITF act: activators of MITF-driven TRPM1 promoter reporter, primary screen, cell-based, SK-MEL-5, luciferase, single point; SK-MEL-5 TRPM1-promoter luciferase, 24 h; % of positive control, neutral wells = 0; activation, % at 12.5 µM; 300,000 compounds, 0.75% hits;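 active means mean activation of at least 80% with every replicate also reaching 80%; inconclusive means mean reaches 80% but some replicate falls short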;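 further: 0% = neutral control wells and 100% = parthenolide positive control wells; values of inactives mirror those of a sister screen read the other way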
# Tat export inh: E. coli Tat export inhibitors, primary screen, MC4100, TorA-mCherry reporter, fluorescence, single point. 340,000 compounds, 0.036% hits. inhibition, % at 10 µM;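 active means mean replicate inhibition at least 50% and at least half of replicates individually reaching 50%; inconclusive means only one of the two criteria met; inactive means neither criterion met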;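 further: exported cargo escapes ClpAP degradation while cytoplasmic cargo is degraded and loses fluorescence; 0% = median of neutral control wells and 100% = median of NaSCN control wells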
# SR-BI DiI-HDL act: activators of SR-BI mediated DiI-HDL uptake, primary screen, ldlA[mSR-BI] CHO cells, DiI fluorescence. 3 h; 100 = double the neutral-control signal. activation, % at 12.5 µM. 320,000 compounds, 0.096% hits. AID 504775, 2011;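 active means mean replicate activation of at least 60% and every replicate at or above 60%; inconclusive means mean or all-replicate condition met, but not both; inactive means mean below 60% and not all replicates reaching 60%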;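 further: 0% = median plate neutral-control signal and 100% = twice that signal; values of inactives mirror those of a sister screen read the other way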
#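 System: CHO ldlA[mSR-BI] cells / Medium: HEPES-buffered (25 mM, pH 7.4) F12 plus 0.5% BSA / Probe or stimulus: labelled HDL, 10 µg/mL / Doses: single compound concentration, delivered by pin transfer / Schedule: 3 h, 37 °C / Measured by: DiI fluorescence, bottom read / Measure: cell-associated DiI fluorescence as measure of HDL uptake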
# CAL PDZ FP-2: untagged CAL PDZ binding inhibitors, primary screen, biochemical, fluorescence polarization, HTS; inhibition, % at 24.9 µM; Golgi-associated PDZ and coiled-coil motif-containing protein (Homo sapiens), Q9HD26; 300,000 compounds, 0.92% hits; AID 602252, 2012; purified CAL PDZ, TMR-peptide fluorescence polarization, 1 h;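 active means mean inhibition of at least 30% with at least half of replicates also reaching 30%; inconclusive means no clear call, values can overlap the other calls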;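 further: 0% = DMSO neutral control and 100% = excess unlabeled competitor peptide PRC23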
# E coli growth: E. coli V3065 growth inhibition, primary screen, counter-screen for AddAB inhibitor project, absorbance, OD600; inhibition, % at 11.9 µM; 330,000 compounds, 0.27% hits; 18 h;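 active means inhibition above the campaign's mean inhibition across all tested compounds plus 3 SD, cut at about 9.9% in these data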;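 further: uninfected addAB+ strain grown without phage in ampicillin broth; 0% = DMSO wells and 100% = ciprofloxacin 0.95 µg/ml wells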
# SR-BI DiI inh: inhibitors of SR-BI mediated HDL lipid uptake, primary screen, ldlA[mSR-BI] cells, fluorescence, single point; Scavenger receptor class B member 1 (Mus musculus), Q61009; ldlA[mSR-BI] CHO cells, DiI-HDL uptake fluorescence, 3 h; inhibition, % at 12.5 µM; 320,000 compounds, 0.96% hits; AID 488896, 2010;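 active means mean replicate inhibition of at least 70% and a set share of replicates each scoring 70 or more; inconclusive means meets just one of the two criteria; inactive means fails both criteria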;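 further: 0% = median of neutral control wells and 100% = median of positive control wells; values of inactives mirror those of a sister screen read the other way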
# Target sequence (Q61009 whole entry, looked up): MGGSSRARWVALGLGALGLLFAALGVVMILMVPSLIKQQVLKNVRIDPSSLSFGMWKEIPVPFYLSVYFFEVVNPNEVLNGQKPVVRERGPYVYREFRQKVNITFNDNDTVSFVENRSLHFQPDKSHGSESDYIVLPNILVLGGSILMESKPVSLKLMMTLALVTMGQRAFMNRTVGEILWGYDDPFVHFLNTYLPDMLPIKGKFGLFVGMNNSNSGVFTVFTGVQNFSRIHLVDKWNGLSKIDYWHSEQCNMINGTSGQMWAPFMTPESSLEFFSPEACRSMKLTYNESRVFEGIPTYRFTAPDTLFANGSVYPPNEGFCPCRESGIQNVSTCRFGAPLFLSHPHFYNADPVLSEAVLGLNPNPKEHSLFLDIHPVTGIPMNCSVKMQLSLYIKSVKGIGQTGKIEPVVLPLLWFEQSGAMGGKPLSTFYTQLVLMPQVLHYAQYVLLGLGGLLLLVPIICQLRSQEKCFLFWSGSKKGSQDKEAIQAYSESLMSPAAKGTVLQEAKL
# * hit, by the source's call; ? = inconclusive; . = not tested or not shown.
SMILES,phage Ecoli inh,AddAB inh,Wnt act,CAL PDZ FP-1,MITF act,Tat export inh,SR-BI DiI-HDL act,CAL PDZ FP-2,E coli growth,SR-BI DiI inh
Cc1cc(C=O)c(C)n1-c1ccc(N2CCCC2)c([N+](=O)[O-])c1,2.3,1.8,.,.,-13,9,-26,-6,0.0,26
Cc1ccc(C2=NN(C(=O)CCC(=O)O)C(c3cn(-c4ccccc4)nc3-c3ccc(C)cc3)C2)cc1 (centres undefined),2.0,1.1,4,-2.6,13,3,16,0,0.3,-16
CC(OC(=O)COc1cccc2c1OC(C)(C)C2)C(=O)Nc1ccc(S(N)(=O)=O)cc1 (centres undefined),0.7,1.1,-2,-0.2,-1,3,-18,-7,1.5,18
O=C(NNc1ncnc2ccccc12)c1cccc(Cl)c1,2.7,3.1,?,-1.5,54,0,.,-4,2.5,.
COC(=O)C(Cc1ccc(O)cc1)NC(=O)c1ccc2c(c1)OCCO2 (centres undefined),-1.0,2.5,10,-1.9,19,5,22,0,1.8,-22
COc1cc(OC)c(NS(=O)(=O)c2cccc(C(=O)OCC(=O)NCC3CCCO3)c2)cc1Cl (centres undefined),2.0,4.8,-4,-0.1,-2,-4,.,9,-0.4,.
COc1ccc(C(=O)NCCN2CCCC2)cc1OC,1.3,-0.7,.,0.7,.,-6,-9,3,1.2,9
CCO/C=C1/C(=O)N(C(C)=O)c2ccccc21,4.2,0.8,-2,-0.8,-5,9,-5,-1,1.2,5
COCC(=O)Nc1cc(OC)ccc1OC,0.6,-2.1,-1,-1.2,-5,-2,11,2,-0.7,-11
CCCCNC(=O)CCNC(=O)c1ccc(C(C)(C)C)cc1,2.0,0.2,.,-1.5,5,-2,26,.,-1.4,-26

# Of the compounds above, these have nitrogen in an aromatic ring.
SMILES,phage Ecoli inh,AddAB inh,Wnt act,CAL PDZ FP-1,MITF act,Tat export inh,SR-BI DiI-HDL act,CAL PDZ FP-2,E coli growth,SR-BI DiI inh
Cc1cc(C=O)c(C)n1-c1ccc(N2CCCC2)c([N+](=O)[O-])c1,2.3,1.8,.,.,-13,9,-26,-6,0.0,26
Cc1ccc(C2=NN(C(=O)CCC(=O)O)C(c3cn(-c4ccccc4)nc3-c3ccc(C)cc3)C2)cc1 (centres undefined),2.0,1.1,4,-2.6,13,3,16,0,0.3,-16
O=C(NNc1ncnc2ccccc12)c1cccc(Cl)c1,2.7,3.1,?,-1.5,54,0,.,-4,2.5,.

# Reprinted at random: two compounds from above
SMILES,phage Ecoli inh,AddAB inh,Wnt act,CAL PDZ FP-1,MITF act,Tat export inh,SR-BI DiI-HDL act,CAL PDZ FP-2,E coli growth,SR-BI DiI inh
COc1cc(OC)c(NS(=O)(=O)c2cccc(C(=O)OCC(=O)NCC3CCCO3)c2)cc1Cl (centres undefined),2.0,4.8,-4,-0.1,-2,-4,.,9,-0.4,.
COCC(=O)Nc1cc(OC)ccc1OC,0.6,-2.1,-1,-1.2,-5,-2,11,2,-0.7,-11

# Next part:
SMILES,phage Ecoli inh,AddAB inh,Wnt act,CAL PDZ FP-1,MITF act,Tat export inh,SR-BI DiI-HDL act,CAL PDZ FP-2,E coli growth,SR-BI DiI inh
Cn1cc[nH]c1=S,3.3,.,2,-1.5,3,1,24,0,.,-24
CC(C)(C)c1ccc(C(=O)NC(=S)N2CCCC2)cc1,-2.6,0.1,4,-0.3,0,9,26,-2,-1.8,-26
Clc1cccc(OCCN2CCNCC2)c1,4.0,1.5,-2,-2.5,-11,-3,7,-2,0.3,-7
COc1ccc(CC(=O)OCN2C(=O)c3ccccc3C2=O)cc1,1.7,0.6,.,-0.9,7,3,28,-5,-3.2,-28
O=C(Cc1ccc(Cl)cc1)NCCc1cnc[nH]1,2.4,0.0,0,1.1,-5,-4,11,2,1.0,-11
O=C(O)Cn1nnnc1-c1ccc(F)cc1,.,-2.0,0,0.2,-6,-4,40,2,-1.7,-40
O=C(NCCN1CCOCC1)c1ccc2ccccc2n1,.,1.0,0,0.1,7,0,2,.,-0.7,-2
CC(C)N1C(=O)c2ccc(C(=O)O)cc2C1=O,1.0,2.9,.,-2.3,-8,-2,37,-1,-2.0,-37
CCc1cc(C(=O)OC)c(NC(=O)CC2SC(=NC)N(C)C2=O)s1 (centres undefined),-0.8,-0.6,-2,-2.5,-4,-6,-36,0,-3.2,36
Cc1ccc2c(COC(=O)C3=COCCO3)cc(=O)oc2c1,4.0,.,.,-0.9,-8,-3,5,0,.,-5
COC(=O)C1CCN(Cc2ccc(C)cc2)CC1,2.1,0.3,.,-0.4,-1,2,14,.,-3.6,-14
COc1ccc(-n2c(Cc3cccn3C)nnc2SCC(=O)Nc2ccccc2OC)cc1,2.3,1.4,-2,0.5,7,4,-37,-3,0.5,37
[O-]/C(=C(\C(=S)NCc1ccccc1)[n+]1ccccc1)c1ccc(Cl)s1,3.2,3.4,0,-0.8,5,-1,-17,7,2.4,17
O=C(NCCC1CCCCN1S(=O)(=O)c1cccs1)C(=O)Nc1ccc(F)cc1 (centres undefined),3.1,2.8,4,-0.8,19,-1,1,-1,1.7,-1
CN(C)S(=O)(=O)c1cc(C(=O)NCc2ccccc2)c(Cl)cc1Cl,2.9,3.3,-2,2.2,-1,0,-17,-2,-1.9,17
O=[N+]([O-])c1cccc2[nH]ncc12,2.4,.,-5,-1.2,-1,-7,2,-3,.,-2
COC(=O)c1cc(NC(=O)COC(=O)C2CCC2)cc(C(=O)OC)c1,1.5,0.5,1,-1.4,9,-2,-2,-4,1.4,2
CC(C)Oc1ccc(S(=O)(=O)N2CCOCC2)cc1NC(=O)Cc1ccsc1,3.9,2.0,-8,0.6,3,-3,-6,-3,1.6,6
COCc1c(C#N)c(NCCc2ccccc2)nc(C)c1[N+](=O)[O-],3.1,3.8,2,4.6,-6,23,-47,-2,0.6,47
COc1cccc2[nH]c(C(=O)NCC3CCCO3)cc12 (centres undefined),3.5,-1.6,1,-0.3,2,-7,-4,0,-0.2,4
CCOC(=O)CSc1nc2ccccc2c(=O)n1CC1CCC(C(=O)NCc2ccco2)CC1 (centres undefined),0.9,2.6,-10,-0.7,.,-4,-1,-3,0.4,1
CC(C)(C)NC(=O)CSc1nc2cc(S(=O)(=O)N3CCCCC3)ccc2o1,2.4,0.5,-5,-0.3,-6,3,12,-9,-0.8,-12
Oc1ccc(NC(=S)N=Nc2c(O)[nH]c3ccc(Br)cc23)cc1,3.0,.,-2,0.8,-36,-7,-25,3,.,25
COc1ccc(N2C(=NC(=O)CC3CCCCC3)SC3CS(=O)(=O)CC32)cc1 (centres undefined),0.6,0.9,2,-1.9,18,-3,14,-2,0.9,-14
CSc1nc(-c2ccccc2)nc(N2CCCC2)c1C(C)=O,1.6,0.4,.,-0.4,-3,4,-49,.,-1.1,49
COc1ccc(OCCN2C(=O)c3ccccc3C2=O)cc1,4.7,-1.5,4,-0.2,22,-15,20,-1,-2.2,-20
O=C(O)/C=C/C(=O)Nc1cccc2cccnc12,-2.1,-0.2,-3,-1.0,6,-1,2,-3,-0.2,-2
O=C(O)CCN1Cc2ccccc2C1=O,-0.3,-1.7,-7,.,.,-12,-14,-2,-2.1,14
COc1ccc(OCc2nnc(SC3CCOC3=O)n2-c2ccccc2)cc1 (centres undefined),3.0,1.8,-2,-3.8,4,3,6,1,1.2,-6
CC1Oc2ccccc2N(CC(=O)NCC2CCCO2)C1=O (centres undefined),1.4,0.5,.,-2.0,0,-9,16,-2,0.3,-16
CC1CCCCC1NC(=O)Cn1cnc2ccccc2c1=O (centres undefined),2.7,5.2,.,-1.0,-4,-4,13,-2,1.3,-13
O=C(CN(CCc1ccccc1)C(=O)CN1C(=O)COc2ccccc21)NCc1ccco1,3.6,0.8,6,0.3,-12,-10,-11,-5,0.8,11
CC(OC(=O)/C(C#N)=C/c1ccc(N(C)C)cc1)C(=O)N(C)c1ccccc1 (centres undefined),2.7,-3.4,1,-1.6,9,5,-41,-4,-0.5,41
COc1ccc(NC(=O)CN2C(=O)S/C(=C/c3cccn3-c3ccc(C(=O)O)cc3)C2=O)cc1,2.8,.,0,-2.9,8,6,9,-10,.,-9
CCC(c1nnc(SCC(=O)Nc2ccc(NC(C)=O)cc2)n1Cc1ccccc1)N(C)C (centres undefined),-1.4,1.7,-2,-2.8,13,1,14,-4,0.0,-14
Nc1ccc2c(c1)Cc1cc(N)c(Br)cc1-2,3.2,.,-5,0.3,23,-4,-23,2,.,23
CCOc1cc(N2CCOCC2)c(OCC)cc1NC(C)C(=O)N1CCC(C)CC1 (centres undefined),2.4,3.3,-4,0.6,-13,14,35,-3,0.6,-35
Cc1cccc(NC(=S)NC(C)CCc2ccccc2)c1 (centres undefined),1.8,2.9,-1,-1.7,-4,?,-14,.,-2.7,14
COc1ccc(NS(=O)(=O)c2ccc(NS(C)(=O)=O)cc2)cc1,1.8,-0.5,.,-1.8,-4,-1,-2,0,0.7,2
O=C(Nc1ccccc1Cl)c1cc(S(=O)(=O)N2CCOCC2)cs1,1.0,-0.3,.,0.1,.,2,-50,-6,-1.0,50
CCOc1ccc(/C(O)=C2/C(=O)C(=O)N(CC3CCCO3)C2c2ccc(C)o2)cc1 (centres undefined),2.4,0.4,.,-0.5,-11,-7,15,1,0.3,-15
O=S(=O)(NC1=NCCCCC1)c1ccc(F)cc1F,0.5,4.3,3,-0.2,-4,-6,-3,-2,-1.0,3
CCC1(CC)NC(=O)N(CC(=O)Nc2ccc(C)cc2C)C1=O,1.7,3.0,-1,0.3,-5,2,12,-6,-1.5,-12

# Look-ups from the results shown.
# Tat export inh, COc1ccc(C(=O)NCCN2CCCC2)cc1OC reads -6
# CAL PDZ FP-2, COCC(=O)Nc1cc(OC)ccc1OC reads 2
# Tat export inh, Clc1cccc(OCCN2CCNCC2)c1 reads -3
# CAL PDZ FP-2, COc1ccc(OCCN2C(=O)c3ccccc3C2=O)cc1 reads -1
# Wnt act, CN(C)S(=O)(=O)c1cc(C(=O)NCc2ccccc2)c(Cl)cc1Cl reads -2
# E coli growth, O=C(O)CCN1Cc2ccccc2C1=O reads -2.1
